# 12-LOX inh: ALOX12 (human) lipoxygenase inhibition; 580,000 tested, 1.1% active; purified 12hLO, xylenol orange hydroperoxide absorbance; Potency, µM (highest dose often 108 µM), inactives show at the highest dose activity change, negative = inhibition, hits mostly inhibitors; P18054; active = well fitted inhibition curve with a large enough effect; inconclusive = small, poorly fitted or top-dose-only effect, or another doubt; inactive = no such curve, though single readings can be large or run the other way
# Target sequence (P18054 whole entry, looked up): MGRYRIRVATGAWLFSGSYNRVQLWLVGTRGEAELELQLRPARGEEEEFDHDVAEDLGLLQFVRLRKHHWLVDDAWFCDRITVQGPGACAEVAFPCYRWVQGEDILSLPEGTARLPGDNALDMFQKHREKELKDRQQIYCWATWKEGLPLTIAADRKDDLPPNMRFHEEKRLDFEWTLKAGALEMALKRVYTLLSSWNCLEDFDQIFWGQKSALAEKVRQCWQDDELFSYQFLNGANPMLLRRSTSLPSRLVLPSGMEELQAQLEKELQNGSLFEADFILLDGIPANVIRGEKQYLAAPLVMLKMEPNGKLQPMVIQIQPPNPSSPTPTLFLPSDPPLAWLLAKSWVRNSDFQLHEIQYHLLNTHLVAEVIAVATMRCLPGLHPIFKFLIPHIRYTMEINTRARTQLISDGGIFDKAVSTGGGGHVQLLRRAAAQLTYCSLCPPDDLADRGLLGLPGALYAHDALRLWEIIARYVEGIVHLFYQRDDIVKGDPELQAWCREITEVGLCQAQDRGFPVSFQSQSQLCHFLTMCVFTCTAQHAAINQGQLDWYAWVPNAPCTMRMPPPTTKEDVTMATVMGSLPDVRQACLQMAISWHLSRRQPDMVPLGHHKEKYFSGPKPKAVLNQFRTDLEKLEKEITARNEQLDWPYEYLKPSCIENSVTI
#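 Purified human 12hLO at 150 nM in 25 mM Hepes, 0.01% Triton X-100, pH 7.0, preincubated 15 min at room temperature with compound. Reaction started with 40 uM arachidonic acid, 30 min at room temperature. Hydroperoxide measured by Fe-xylenol orange, 573/405 nm absorbance ratio.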
# An asterisk follows results filed as active; u = inconclusive; [ ] = another dose, or the depositor's remark. % is set by controls: 0 for no effect and ±100 for the full control effect; potency is the fitted concentration of half-maximal effect. A portion of the library. The share of hits here may be higher or lower than overall.
12-LOX inh | Structure
6% | N#C/C(=C/c1cccc2c1OCCCO2)c1nc2cc(C(F)(F)F)ccc2s1
u | Cc1nc2cnc(N3CCN(C)CC3)nc2n(C[C@H]2CCCO2)c1=O
28% | O=C(N[C@@H]1COCC[C@@H]1OCC1CC1)c1ccc2c(c1)CCCO2
-16% | Clc1cccc(CN2CCN(c3ncc(Cc4ccccc4)cn3)CC2)c1Cl
57%[activator][176 µM] | CS(=O)(=O)c1ccc(-c2cnc([C@@H]3COCCN3Cc3ccccc3O)[nH]2)cc1
11% | O=C(Cc1ccc(Br)cc1)OCc1cc(-c2ccc(Cl)cc2)no1
-11% | Cc1cc(C)cc(C(=O)NC2CCN(c3cnn(CC4CC4)c(=O)c3)CC2)c1
14%[176 µM] | CC(=O)N1CCN(C(=O)c2cccs2)[C@H](C(=O)N[C@@H](CC2CCCCC2)C(N)=O)C1
20%[176 µM] | Fc1ccc2c(c1)nc1n2[C@@H](CNCc2ccccc2)COC1
-7% | COc1ccc(C)cc1Nc1nc(N)c(C(=O)c2cccc(Br)c2)s1
-18% | CC(=O)Nc1ccc(S(=O)(=O)Nc2nc3ccccc3nc2Nc2ccccc2C)cc1
53%[activator] | COc1cc(C(=O)OC2CCCCC2=O)ccc1OCc1ccc(Cl)cc1 (stereo not drawn)

# Continued:
12-LOX inh | Structure
28% | COCCN1CC2CN(C(=O)CCCc3ccccc3)CC(C1)O2
u | Cn1c(=O)c2c(ncn2CC(=O)c2ccc3ccccc3c2)n(C)c1=O
8% | CCN1C(=O)C2CC3(CCN(C(=O)CN4CCCC4=O)CC3)CN2C1=O (stereo not drawn)
31%[activator] | Cc1nc(-c2ccc(OC3CCN(C(=O)NC(C)C)C3)cc2)no1 (stereo not drawn)
9% | CCc1cc(=O)oc2cc(OCC(=O)Nc3cc(C)on3)ccc12
-1% | CC(C)(C)c1nc(CC(=O)NCCCN2CCCC2)cs1
-8%[176 µM] | FC(F)(F)Oc1ccc(Nc2cnc3ccc(N4CCOCC4)nn23)cc1
u | COc1ccc(S(=O)(=O)N2CCc3c(c(-c4nnc(SC)n4C)nn3C)C2)cc1
28% | CC(C)(C)OC(=O)Nc1cccc(C(=O)NCC(c2cccs2)N2CCOCC2)c1 (stereo not drawn)
49%[activator] | CC(=O)N1CCc2nn(CC(=O)Nc3ccccc3C(C)C)c(=O)cc2C1
3% | CCc1cc2c(cc1C1(C)OCCC(C)O1)C(C)(C)CCC2(C)C (stereo not drawn)
u | N#Cc1cccc(NCc2c(F)cccc2Cl)c1

# Other results follow:
12-LOX inh | Structure
7%[176 µM] | CCCCCCOC(=O)CCC
u | N#Cc1c(SCC(=O)Nc2ccccc2)nc(N2CCCC2)c2c1CCCC2
-5% | COc1cccc(-c2noc(CC3CCN(C(=O)CCCc4ccccc4)CC3)n2)c1
25% | CN[C@@H](CC(C)C)C(=O)N[C@H]1C[C@@](O)(C(=O)N[C@H](Cc2c[nH]c3ccccc23)C(N)=O)C[C@@H](O)[C@@H]1O
-9% | CCOCc1nc(C2CCCN(C(=O)C3CCCCC3)C2)no1 (stereo not drawn)
u | CCOc1cccc(CNCc2cccnc2)c1OCc1ccc(C)cc1
-19% | CCn1c(COc2ccc(Cl)cc2)nnc1SCc1cc(C)ccc1C
11%[176 µM] | CNc1ccc(-c2noc([C@@H]3CCCN3Cc3ccc(CO)o3)n2)cn1
-8% | CCN=C1NC(c2cccc(Cl)c2)C(C(=O)OC)=C(C)N1Cc1ccccc1C(F)(F)F (stereo not drawn)
-6% | CCOc1ccccc1CN1CCC2(CC1)CC(Cc1nc(COC)no1)CCO2 (stereo not drawn)
32% | CC(C)n1nnnc1SCC(=O)N(Cc1cccs1)c1ccc2c(c1)OCCO2
11% | COc1cccc2c1OCC(C(=O)NCCSc1ccc(C)cc1)C2 (stereo not drawn)

# Continuation.
12-LOX inh | Structure
u | Cn1c(C(=O)N2CCN(C(=O)c3ccc(F)cc3)CC2)cc2ccccc21
-39% | N#Cc1ccccc1CSc1nccc(C(F)(F)F)n1
13% | COc1cc(Nc2ncncc2-c2nc(-c3ccccc3)no2)c(OC)cc1Cl
32% | Cc1ccc(C(=O)NNC(=O)COC(=O)c2ccccc2SCc2ccc(C#N)cc2)cc1
53%[activator] | COc1ccc(C(=O)N2CCN(Cc3ccc(=O)n(C)c3)CC2)cn1
-3%[176 µM] | CC(C)c1ccc(CC(=O)N2CCCc3ncc(C(=O)N(C)c4ccccc4)cc32)cc1
13% | O=C(c1ccccc1-c1ccccc1F)N1CCCC(CO)(Cc2ccccc2F)C1 (stereo not drawn)
-30%[176 µM] | O=C(NC[C@H]1O[C@@H](CC(=O)N2CCN(c3ccc(F)cc3)CC2)[C@H](O)[C@@H]1O)C1CC1
-2% | CN(C)c1ccc(-c2nnnn2[C@H]2CO[C@H]3[C@@H]2OC[C@@H]3NS(=O)(=O)c2cccc3cccnc23)cc1
u | Cc1ccc(N2CCC(NC(=O)Cc3cccs3)C2=O)cc1C (stereo not drawn)
-20% | CC(C)(C)S(=O)(=O)N1C[C@@H]2CC(=O)C(CCO)=C2[C@H]1CCO
29% | COc1ccc(CN2C=C(C(=O)OCc3noc(-c4ccccc4)n3)C(C)=NS2(=O)=O)cc1

# Later entries
12-LOX inh | Structure
-61% | Cc1ccccc1-c1cc(N(C)C)ncn1
16µM* | CCc1c(C)sc(NC(=O)C2CC3CCC2C3)c1C#N (stereo not drawn)
-17% | NC(=O)C12NC(Cc3ccccc31)c1ccccc12 (stereo not drawn)
10% | Cc1ccc(CNC(=O)C2Cn3cccc3C(=O)N2C)o1 (stereo not drawn)
18% | CCCC(=O)N1CCc2cn(C)c3cccc(c23)C1
-1%[176 µM] | COc1nc2nc(CC3CC3)n(C)c2cc1-c1ccc(N2CCOCC2)cc1
u | Cc1ccc(NS(=O)(=O)c2ccc3oc(=O)ccc3c2)c(C)c1
40µM* | COc1ccc2c(c1)C(C)=CC(C)(C)N2C(=O)Nc1cccc(Cl)c1
4% | CCCCCCCOc1ccc(C2C3=C(CC(C)(C)CC3=O)OC3=C2C(=O)CC(C)(C)C3)cc1
-53% | CCC(C)C(NC(=O)C1CCC(C(C)C)CC1)C(=O)O (stereo not drawn)
52%[activator] | CCN(CC)c1cc(CCC(=O)NCCCN2CCN(C)CC2)ccn1
34%[activator] | Cc1cccc(OCC(=O)N2CCC(Cc3nc(-c4cnccn4)no3)CC2)c1

# The list continues.
12-LOX inh | Structure
25% | Cc1cnc(C2CCOCC2)n1CCNC(=O)C1(c2ccccc2)CCCC1
u | N#CCCN1CCN(C(C(=O)O)c2cn(CCC(=O)O)c3ccc(Br)cc23)CC1 (stereo not drawn)
0% | Cc1oc(-c2ccc(C(=O)NCCCN3CCOCC3)cc2)nc1CS(=O)(=O)c1ccccc1
-28% | O=C(O)c1ccccc1C(=O)N[C@H]1CO[C@H]2[C@@H]1OC[C@@H]2n1nnnc1-c1ccc2c(c1)OCO2
-3% | CCc1nc2ccccc2c(NC(=O)CN(C)C)c1C
2% | CC1(C)Cc2cccc(OCc3ccc(C(=O)NCc4ccccc4)cc3)c2O1
3% | COc1ccc2c(=O)n(CC(=O)N3CCCC(C#N)C3)ccc2c1OC (stereo not drawn)
-8% | O=C(CCc1ccccc1)N1N=C(c2ccccc2)CC1c1ccc2nccnc2c1 (stereo not drawn)
1% | COc1ccc(-c2cnc(NC(=O)NCCc3ccccc3)n2C)cc1
8% | Cc1cccc(C(=O)N2CC(Oc3ccc(-c4nc(-c5ccccc5)no4)cc3)C2)c1
67%[activator][176 µM] | COc1ccc(S(=O)(=O)N2CCOC[C@H](Oc3ccc(C(F)(F)F)cc3)C2)cc1
1% | COc1ccc(N(C)C(=O)c2cc3ccccc3oc2=O)cc1OC

# Next records follow.
12-LOX inh | Structure
u | Cc1cccc(C(=O)NC(Nc2cc(C)ccc2C)C(Cl)(Cl)Cl)c1 (stereo not drawn)
u | CC1=NOC2(CCN(C(=O)c3ccccn3)C2)C1 (stereo not drawn)
43% | Cc1ccc(CNC(=O)CSc2nc3ccccc3nc2N2CCCC2)cc1
36%[activator] | CN1CCCCCCN(C(=O)CC2CCCC2)[C@H]2CCC[C@H]2C1=O
u | CN(C)c1ccc(C(=O)NC[C@H]2O[C@@H](CO)[C@@H](O)[C@H]2N2CCN(c3ccccn3)CC2)cc1
8% | O=C(CN1CCN(c2ccccc2)CC1)Nc1oc2ccccc2c(=O)c1-c1ccc(F)cc1
21% | Cc1cccc2c(C(=O)Nc3ccc(C(=O)N(C)C)cc3)cc(C3CC3)nc12
32µM* | CCCNc1nc(-c2ccc(S(=O)(=O)N3CCCCCC3)cc2)cs1
26% | COC1C(=O)N(c2cccc(F)c2)C12CCN(C(=O)C1CCOCC1)CC2 (stereo not drawn)
-23% | CCc1ccccc1NC(=O)NCc1nc(-c2ccccc2C)oc1C
-4% | CCCSc1nc(=O)c2c(n1C)NC(=O)CC2c1ccc(C)cc1C (stereo not drawn)
u | Cc1cc(C)cc(NS(=O)(=O)c2ccc3c(c2)-c2oncc2CO3)c1

# The listing continues.
12-LOX inh | Structure
24% | CCOC(=O)c1[nH]ncc1C1CC(=O)Nc2c1cnn2Cc1cccnc1 (stereo not drawn)
-2% | CCCN1CC2(CCN(Cc3nc(C(=O)O)co3)CC2)CC1C(=O)O (stereo not drawn)
32%[activator] | Cc1cccc(Cn2c(SCCc3ccccc3)nc3c2c(=O)[nH]c(=O)n3C)c1
u | Cc1nc2cnc(Nc3ccccc3)nc2n(Cc2ccc(F)cc2)c1=O
32%[activator] | COc1ccccc1N1CCN([C@H]2[C@@H]3OC[C@@H](O3)[C@@H](NCc3ccc(OC(F)(F)F)cc3)[C@@H]2O)CC1
56%[activator] | CCOc1ccccc1C(=O)NCCc1noc(-c2ccccc2)n1
u | O=C(c1ccc(Cl)nc1)N1CCC2(CC1)CCN(Cc1cccs1)c1ccccc1O2
13%[57.4 µM] | Cn1cccc1C(=O)N1CCC[C@@]2(CCN(c3ccccc3)C2)C1
4% | N#CCCCN1CCCCC1
-3% | Cc1cccc(Cn2c(SCc3ccccc3)nc3c2c(=O)n(C)c(=O)n3C)c1
u | COC(=O)c1ccc(CN2C(=O)[C@@H]3C[C@@H](O)CN3C3(CN(CC4CC4)C3)C2=O)cc1
-6% | Cc1oc(-c2ccccc2)nc1CC(=O)Nc1cc(F)ccc1F

# The listing continues.
12-LOX inh | Structure
14% | COc1ccc(NC(=O)c2ccc(-c3nnc4ccc(NC(=O)C5CC5)cn34)cc2)cc1
0% | COC[C@@H]1CN(Cc2ccc3[nH]ccc3c2)C[C@H]1c1nc(C)no1
u | C[C@]1(CO)[C@H]2Cc3sc(-c4ccsc4)nc3[C@@H](CC(=O)NCc3ccco3)[C@]2(C)CC[C@H]1O
-23% | O=C(CC1C(=O)NCCN1Cc1ccc(F)c(F)c1)NC1CCC1 (stereo not drawn)
-4% | O=C(NCc1cccnc1)N1CCN(S(=O)(=O)c2cc(Cl)ccc2Cl)CC1
14% | CC(NC(=O)C1CCOCC1)c1nnc2n1CCN(Cc1ccc3cccnc3c1)CC2 (stereo not drawn)
-11% | Cc1c(OC(=O)c2ccccc2Cl)cccc1OC(=O)c1ccccc1Cl
1% | Cc1ccc(-c2cc(C(=O)NC3=NCCS3)c3ccccc3n2)s1
85%[activator] | COCC(=O)NC[C@H]1CCN(Cc2cccn2C)C[C@H]1N(C)C
-21% | O=c1c2cnc3ncnn3c2ccn1-c1cc(Cl)ccc1Cl
34%[activator] | CCOc1ccccc1-c1noc(-c2nc(C)no2)n1
12% | Cc1ccc(C(=O)N/N=C2/CC(C)CC(C)(C)C2)c(C)c1 (stereo not drawn)

# (listing goes on)
12-LOX inh | Structure
1%[176 µM] | CC1(CCCCc2ccccc2)COc2ccc(C(=O)N3CCOCC3)cc2N1 (stereo not drawn)
64%[activator] | COCCOc1ccc2c(n1)CCN(C(=O)c1ccc(OC)cc1)C2
-6%[176 µM] | COC[C@H]1CCCN1Cc1nc(C2(O)CCN(C3CCN(C)CC3)CC2)cs1
3% | CC1(C)CC(Nc2nc(-c3ccncc3)nc3ccccc23)CC(C)(C)N1
u | COc1cccc(N2CCN(C(C(=O)O)c3c[nH]c4cc(NC(=O)CCC(=O)O)ccc34)CC2)c1 (stereo not drawn)
49%[activator] | O=C(CCCc1ccccc1)N1CCC2(CC1)CN(c1ccncn1)CC2CO (stereo not drawn)

# Molecules listed so far that have a Cl atom, in the order listed:
12-LOX inh | Structure
-16% | Clc1cccc(CN2CCN(c3ncc(Cc4ccccc4)cn3)CC2)c1Cl
11% | O=C(Cc1ccc(Br)cc1)OCc1cc(-c2ccc(Cl)cc2)no1
53%[activator] | COc1cc(C(=O)OC2CCCCC2=O)ccc1OCc1ccc(Cl)cc1 (stereo not drawn)
u | N#Cc1cccc(NCc2c(F)cccc2Cl)c1
-19% | CCn1c(COc2ccc(Cl)cc2)nnc1SCc1cc(C)ccc1C
-8% | CCN=C1NC(c2cccc(Cl)c2)C(C(=O)OC)=C(C)N1Cc1ccccc1C(F)(F)F (stereo not drawn)
13% | COc1cc(Nc2ncncc2-c2nc(-c3ccccc3)no2)c(OC)cc1Cl
40µM* | COc1ccc2c(c1)C(C)=CC(C)(C)N2C(=O)Nc1cccc(Cl)c1
u | Cc1cccc(C(=O)NC(Nc2cc(C)ccc2C)C(Cl)(Cl)Cl)c1 (stereo not drawn)
u | O=C(c1ccc(Cl)nc1)N1CCC2(CC1)CCN(Cc1cccs1)c1ccccc1O2
-4% | O=C(NCc1cccnc1)N1CCN(S(=O)(=O)c2cc(Cl)ccc2Cl)CC1
-11% | Cc1c(OC(=O)c2ccccc2Cl)cccc1OC(=O)c1ccccc1Cl
-21% | O=c1c2cnc3ncnn3c2ccn1-c1cc(Cl)ccc1Cl
